# RORg inh: ROR gamma (mouse) transcription inhibition. P51450. Drosophila S2 Gal4-RORgamma UAS-luciferase reporter, 20 h. Potency, µM (doses to about 53.6 µM), for the others: at the highest dose activity change, negative = inhibition, actives largely listed as inhibitors. 5.4% of 310,000 active. AID 2551; further: on the % scale 0 is the no-effect control and ±100 the full control effect; nearly all actives have a fitted effect of over 60% in size
# Target sequence (P51450 whole entry, looked up, the tested form may be a part): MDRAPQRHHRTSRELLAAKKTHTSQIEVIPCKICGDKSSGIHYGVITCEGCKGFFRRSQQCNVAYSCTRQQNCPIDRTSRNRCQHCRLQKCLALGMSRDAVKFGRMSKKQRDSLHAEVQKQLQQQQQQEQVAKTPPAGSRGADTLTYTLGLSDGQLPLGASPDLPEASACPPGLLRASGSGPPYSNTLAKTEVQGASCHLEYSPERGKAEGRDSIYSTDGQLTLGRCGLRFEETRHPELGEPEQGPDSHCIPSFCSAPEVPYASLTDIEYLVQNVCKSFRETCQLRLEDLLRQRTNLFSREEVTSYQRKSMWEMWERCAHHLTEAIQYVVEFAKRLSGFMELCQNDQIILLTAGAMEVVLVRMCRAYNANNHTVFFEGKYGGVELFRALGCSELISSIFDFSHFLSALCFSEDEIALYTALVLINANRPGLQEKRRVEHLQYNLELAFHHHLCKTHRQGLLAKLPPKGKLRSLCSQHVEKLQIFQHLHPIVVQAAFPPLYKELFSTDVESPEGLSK
#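 Luciferase reporter read in Schneider cells carrying Gal4-RORγ (mouse) and UAS-Photinus luciferase; cells given compound 1 h before 700 uM copper sulfate induction, then incubated 20 h at ambient temperature.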
# BRCA1 expr up: BRCA1 expression activation | MCF7-BRCA1-FFLuc reporter, luminescence, 48 h; response scale: scaled: vehicle 0%, 10 µM genistein 100% | Potency, µM (top dose mostly 46.1 µM), without a hit: at the top dose activation, actives largely listed as activators | 1.1% of 380,000 active | AID 624202; further: nearly all actives have a fitted effect of over 80% in size; some results filed as inactive show a strong effect at the top dose
#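 Reporter cells (MCF7, BRCA1 promoter-firefly luciferase) received library compounds across a concentration series for 48 h. End-point luminescence was measured and concentration-effect curves derived after normalization.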
# uPA surface inh: cell surface uPA generation inhibition | cell surface uPA generation assay, qHTS | Potency, µM (titrated, usually from 38.3 µM), for inactives: at the top dose activity change, negative = inhibition, hits mostly inhibitors | 0.31% of 330,000 active; active means well fitted inhibition curve with a large enough effect; inconclusive means small, poorly fitted or top-dose-only effect; inactive means no such curve, though single readings can be large or run the other way; tested in mouse RAW 264.7 cells; further: on the % scale 0 is the no-effect control and ±100 the full control effect; nearly all actives have a fitted effect of over 55% in size
# p53 reactivator: re-activators of mutant p53; Potency, µM (highest dose often 92.2 µM), for the others: top-dose activity change, positive = activation, hits mostly activators; AID 504706; 0.063% of 320,000 active; H1299 p53-A138V BP100-luciferase reporter, luminescence, 24 h; further: % of control where 0% means no effect; nearly all actives have a fitted effect of over 45% in size
#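 p53-null H1299 cells stably carrying temperature-sensitive p53-A138V and a BP100-luciferase reporter were pinned with compounds (4-point, 1:5 series) and held 24 hrs at 37 deg C. Luminescence was read 10 min after detection reagent.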
# NPC1 promoter act: activators of NPC1 promoter; Huh7 NPC1 promoter luciferase reporter, 24 h; 2.4% of 320,000 active; Potency, µM (series often up to 9.22 µM), for the others: at the highest dose activation, most hits filed as activators; AID 485313;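 further: % of control where 0% means no effect; nearly all actives have a fitted effect of over 60% in size; reporter is driven by a mutant NPC1 promoter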
#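 Stable NPC1-promoter luciferase Huh7 line; cpd (DMSO) 24 h, 37 °C, 5% CO2; Amplite luciferase reagent 10 min RT; luminescence readout. qHTS format.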
# MBNL1 CUG block: MBNL1-poly(CUG) RNA binding inhibition; 0.036% of 280,000 active; TR-FRET MBNL1-His/biotin-(CUG)12 binding, 665/545 ratio; Q9NR56; Potency, µM (top dose mostly 57.5 µM), for inactives: at the highest dose activity change, negative = inhibition, usual class: inhibitors; active means well fitted inhibition curve with a large enough effect in the signal ratio, with a control signal flat, not every such curve was filed as active; inconclusive means small, poorly fitted or top-dose-only effect, or effect the other way, or a change in a side signal; inactive means no such curve, though single readings can be large or run the other way; the % refers to the signal ratio; further: on the % scale 0 is the no-effect control and ±100 the full control effect
#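 His-tagged MBNL1 binding to biotinylated (CUG)12 RNA was measured by TR-FRET using terbium anti-His antibody (0.055 ng/ul final) and streptavidin-XL665 (5 nM final). Compounds were titrated 92 nM to 58 uM; 60 min at room temperature.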
# FLuc modulator: counter-screen for miR-21 project: firefly luciferase inhibitors or activators; P08659; purified FLuc, Km substrates, luminescence inhibition; Potency, µM (top dose mostly 57.5 µM), inactives show at the top dose activity change, negative = inhibition, usual class: inhibitors; 6.9% of 360,000 active;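 further: plate controls were vehicle for no effect and reference inhibitor for full effect; nearly all actives have a fitted effect of over 55% in size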
# Target sequence (P08659 whole entry, looked up): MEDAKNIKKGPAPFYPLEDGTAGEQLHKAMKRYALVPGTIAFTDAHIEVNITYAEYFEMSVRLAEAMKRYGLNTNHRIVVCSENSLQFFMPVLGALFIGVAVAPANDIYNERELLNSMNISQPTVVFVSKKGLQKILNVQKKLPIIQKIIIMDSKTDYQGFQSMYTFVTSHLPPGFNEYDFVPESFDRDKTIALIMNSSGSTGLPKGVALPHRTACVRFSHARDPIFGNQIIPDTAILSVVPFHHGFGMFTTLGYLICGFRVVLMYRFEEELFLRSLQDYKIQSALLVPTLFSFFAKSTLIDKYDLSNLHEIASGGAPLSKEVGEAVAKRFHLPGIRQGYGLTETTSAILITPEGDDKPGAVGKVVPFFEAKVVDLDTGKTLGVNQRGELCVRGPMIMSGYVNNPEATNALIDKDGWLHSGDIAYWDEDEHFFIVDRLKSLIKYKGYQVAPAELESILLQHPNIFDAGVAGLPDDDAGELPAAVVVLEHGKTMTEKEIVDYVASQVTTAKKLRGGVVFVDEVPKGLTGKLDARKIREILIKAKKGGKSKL
#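 Purified P. pyralis luciferase (10nM final) with 10uM D-luciferin and 10uM ATP (Km levels) in 50mM Tris acetate pH 7.5, 10mM Mg acetate, 0.01% Tween-20, 0.05% BSA; qHTS 6-point titration, ~60 µM downward; luminescence read.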
# ELG1 genotoxic: induces genotoxicity in HEK293T cells with luciferase-tagged ELG1. 1.3% of 330,000 active. HEK293T ELG1-luciferase reporter, luminescence, 16 h. Potency, µM (highest dose often 46 µM), for the others: top-dose activity change, positive = activation, most hits filed as activators; further: % of control where 0% means no effect; nearly all actives have a fitted effect of over 60% in size
#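 HEK293T cells expressing luciferase-tagged ELG1 were exposed to compound or DMSO vehicle for 16 hr at 37 °C and 5% CO2. Luciferase activity was then measured with ONE-Glo after 30 min at room temperature.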
# Rab9 promoter act: Rab9 promoter activation | Huh7 Rab9 promoter-luciferase reporter, luminescence, 24 h | Potency, µM (titrated, usually from 9.22 µM), without a hit: top-dose activation, negative = inhibition, usual class: activators | 2.8% of 320,000 active | AID 485297; further: % of control where 0% means no effect; nearly all actives have a fitted effect of over 60% in size
#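 Using Huh7 cells stably transfected with Rab9 promoter–luciferase, compounds were incubated 24 h at 37 °C, 5% CO2; luciferase luminescence was read 10 min after reagent addition.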
# Gal4-VP16 FLuc: Gal4-VP16 reporter inhibition counter-screen; 3.5% of 310,000 active; Potency, µM (doses to about 53.6 µM), for inactives: top-dose activity, negative = inhibition, hits mostly inhibitors; Drosophila S2 Gal4-VP16 UAS-luciferase, luminescence, 20 h;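 further: Gal4-VP16 expression switched on by copper sulfate through the metallothionein promoter; on the % scale 0 is the no-effect control and ±100 the full control effect; nearly all actives have a fitted effect of over 50% in size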
# The depositor's hits bear a star; u = inconclusive; x = not tested or not shown; & = joins results of further samples; [ ] = dose if it differs, or a comment. Unless noted, the call rests on the fitted dose curve; in most records, active means well fitted curve in the direction sought with a large enough effect; inconclusive means small, poorly fitted or top-dose-only effect, or another doubt; inactive means no such curve, though single readings can be large; an effect the other way counts as inactive or inconclusive. Potency means the concentration at half of the fitted maximal effect.
SMILES,RORg inh,BRCA1 expr up,uPA surface inh,p53 reactivator,NPC1 promoter act,MBNL1 CUG block,FLuc modulator,ELG1 genotoxic,Rab9 promoter act,Gal4-VP16 FLuc
CC1=Nc2ccc3ccccc3c2C1(C)C,7.9µM*,-3%,-2%,24%,-4%,8%,-19%,-1%,-2%,-23%
COCCn1c(C)cc(/C=C(\C#N)C(=O)OC(C)C(=O)Nc2ccc(NC(C)=O)cc2)c1C (stereo not given),x,-14%,5%,6%,-2%,x,0%,7%,-6%,x
CCOC(=O)C1CCCN(CCC(=O)Nc2ccccc2)C1 (stereo not given),-12%,-18%,-1%,-4%,1%,0%,2%,0%,-6%,7%
Cc1cc(OCC(=O)NCC(O)c2ccccc2)c2c(C)cc(=O)oc2c1 (stereo not given),-20%,0%,0%,-3%,-7%,-1%,-2%,6%,0%,-2%
CCc1ccc(NC(=O)N2CCC(c3ccccc3)C2)cc1 (stereo not given),-2%,u,0%,12%,1.1µM*,6%,6.7µM*,u,0.89µM*,25%
NC(=O)CS(=O)(=O)c1nc2ccccc2n1Cc1ccccn1,5%,-14%,1%,1%,-2%,-6%,3%,-7%,4%,-6%
Cc1cc2oc(=O)cc(Cn3ccnc3)c2cc1C,-17%,4%,-1%,6%,18%,4%,1%,5%,4%,8%
O=C(NC1CCN(Cc2cccc([N+](=O)[O-])c2)CC1)c1ccccc1,-2%,-2%,-1%,3%,-2%,15%,-3%,-2%,-3%,3%
COc1ccc(NC(=O)CNC(=O)Cn2cnc3sc4c(c3c2=O)CCCC4)cc1OC,-9%,-2%,6%,8%,-10%,-4%,-1%,0%[9.26 µM],4%,-5%
CCn1nc(C)cc1C(=O)N1CCCC(N2CCN(c3cccc(Cl)c3)CC2)C1 (stereo not given),1%,x,x,-7%,-3%,1%,-1%,-7%,-7%,6%
O=S(=O)(c1ccccc1F)N1CCN(CC(O)c2ccccc2)CC1 (stereo not given),18%,3%,1%,0%,-3%,-10%,1%,-6%,-2%,-2%
CC(C)CN1C(=O)c2ccc(NC(=O)c3cccs3)cc2C1=O,u,62%,-12%,21%,29%,20%,9.5µM*,28%,u,-3%
COc1ccc(C(=O)CSc2nnc(CNc3ccc(C)cc3C)n2Cc2ccco2)cc1,22%,-60%,-8%,4%,0%,-2%,-2%,-10%,-9%,8%
Cc1cc(C)c(C(=O)COC(=O)C2CCN(c3ccc(C(F)(F)F)cn3)CC2)c(C)c1,x,-22%,-2%,-6%,-2%,x,7%,3%,-2%,x
Cc1no[n+]([O-])c1COc1ccc(/C=C(\C#N)C(N)=O)cc1,24%,-21%,-1%,-2%,0%,u,-5%,1%,2%,0%
Cc1nnc(Sc2nc3c(c(=O)[nH]c(=O)n3C)n2CCCc2ccccc2)s1,-5%,x,x,-1%,1%,2%,1%,-1%,1%,-9%
CC(=O)Nc1ccccc1OCc1cnc(Cl)s1,40%,1%,-2%,-1%,-7%,3%,3%,2%,0%,-1%
Cc1cc(NC(=O)CN2C(=O)c3ccccc3S2(=O)=O)no1,1%,8%,4%,5%,0%,-6%,-2%,5%,-1%,-4%
COc1ccc(NC(=O)c2ccc(NC(=O)c3nc4nccc(C)n4n3)cc2)cc1,x,55%,-10%,7%,x,x,x,5%,x,x
O=CN(CCN(C=O)CN1CCCCC1)CN1CCCCC1,-15%,-18%,2%,-2%,0%,-7%,0%,3%,-2%,-5%
COc1ccc(NC(=O)CSc2nnnn2C)cc1S(=O)(=O)N1CCCCC1,x,5%,1%,u,-1%,x,4%,3%,-8%,x
COc1cccc(CC(C(=O)Nc2cc(C)ccc2C)c2nn[nH]n2)c1OC (stereo not given),-1%,-1%,0%,0%,0%,0%,0%,-1%,-4%,1%
COc1ccccc1NC(=S)NCCSc1ccc(Cl)cc1,18µM*,-8%,-3%,6%,0%,-19%,5%,-3%,-1%,u
CC(C)(C)c1ccc(/C=C2/SC(N3CCCC3)=NC2=O)cc1,18%,20%,0%,-1%,-3%,x,12µM*,3%,11%,u
COc1ccc(-c2cn3c(C)c(C(=O)NC(C)C)sc3n2)cc1,19%,68%,-2%,2%,24%,8%,u,15%,u,-6%

# Four records picked at random from those above, as already listed:
SMILES,RORg inh,BRCA1 expr up,uPA surface inh,p53 reactivator,NPC1 promoter act,MBNL1 CUG block,FLuc modulator,ELG1 genotoxic,Rab9 promoter act,Gal4-VP16 FLuc
Cc1nnc(Sc2nc3c(c(=O)[nH]c(=O)n3C)n2CCCc2ccccc2)s1,-5%,x,x,-1%,1%,2%,1%,-1%,1%,-9%
CCOC(=O)C1CCCN(CCC(=O)Nc2ccccc2)C1 (stereo not given),-12%,-18%,-1%,-4%,1%,0%,2%,0%,-6%,7%
CC1=Nc2ccc3ccccc3c2C1(C)C,7.9µM*,-3%,-2%,24%,-4%,8%,-19%,-1%,-2%,-23%
CC(C)CN1C(=O)c2ccc(NC(=O)c3cccs3)cc2C1=O,u,62%,-12%,21%,29%,20%,9.5µM*,28%,u,-3%

# (listing goes on)
SMILES,RORg inh,BRCA1 expr up,uPA surface inh,p53 reactivator,NPC1 promoter act,MBNL1 CUG block,FLuc modulator,ELG1 genotoxic,Rab9 promoter act,Gal4-VP16 FLuc
Cc1nc(NC(=O)CSc2nc3cccnc3n2Cc2ccccc2)sc1C,13µM*,-41%,-6%,-8%,0%,-4%,4%[2.3 µM],5%,-1%,u
CCCN(Cc1ccco1)S(=O)(=O)c1ccc(OC)c(OC)c1,18%,3%,-3%,-3%,-1%,x,0%,-1%,0%,-5%
O=C(c1ccncc1)c1ccc(NS(=O)(=O)c2ccc(Br)s2)cc1,u,-2%,2%,1%,5%,1%,0%,-7%,6%,u
O=C(COC(=O)c1ccccc1O)Nc1cccc2ccccc12,x,-13%,-9%,2%,-4%,x,-2%,4%,-6%,x
C=CCn1c(SCC(=O)c2c(N)n(C3CC3)c(=O)[nH]c2=O)nnc1-c1ccc(OC)cc1,x,-4%,1%,9%,-3%,x,-1%,2%,-3%,x
CN1CCCC(OC(=O)c2ccc3c(c2)OCCO3)C1 (stereo not given),6%[0.365 µM],40%,2%,u,0%,4%,-9%,28%,-3%,-2%
CC(C)c1cc(NC(=O)CSc2nnc(-c3ccccc3F)n2C)on1,3%,3%,x,5%,-6%,0%,1%,0%,10%,0%
COc1ccc(N(C)S(=O)(=O)c2cccc(C(=O)Nc3ccc(-n4cnnn4)cc3)c2)cc1,u,-65%,-7%,-6%,-24%,-8%,1%,-13%,1%,u
CC(CC(=O)c1cccs1)CC(=O)c1cccs1,4%,13µM*,-3%,u,2.8µM*,0%,21µM*,29%,2.8µM*,-2%
Cc1cc(C)nc(SCNC(=O)c2ccc(Cl)cc2)n1,u,7%,-1%,3%,7%,-10%,-6%,4%,1%,-10%
COc1ccccc1NC(=O)Nc1cccnc1,-18%,-1%,-2%,-2%,1%,-5%,u,4%,3%,10%
COc1ccc(OCCCC(=O)N2CCCc3ccccc32)cc1,2%,9%,7%,-21%,-2%,0%,0%,-1%,-2%,-1%
S=C(NCc1cccnc1)Nc1ccc(Cl)cc1,-10%,0%,-2%,-5%,-3%,-3%,-1%,1%,-7%,2%
COc1ccc(/C=C(/NC(=O)c2ccccc2)C(=O)NCCN2CCOCC2)cc1OC,-6%,-8%,11%,-18%,-6%,6%,4%,0%,-1%,-3%
CCOCCCNC(=O)c1cn(CC(C)C)c(=O)c2cc(OC)c(OC)cc12,27%,-2%,7%,4%,-1%,u,0%,3%,4%,-4%
COc1ccc(NC(=O)CSC2=C(C#N)C(c3ccco3)C3=C(CCCC3=O)N2)c(OC)c1 (stereo not given),7%,u,5%,11%,0%,u,1%,5%,1%,-16%
Cc1ccccc1SC1CCN(C(=O)C2CCC(=O)N(C3CC3)C2)CC1 (stereo not given),3%,4%,6%,0%,-1%,4%,6%,-3%,4%,-1%
COc1cccc(CNCc2ccc3c(c2)OCO3)c1,-14%,-21%,-5%,28%,2%,-8%,3%,-4%,4%,6%
Cc1ccc(C(OCC(O)CN2CCCCC2CO)c2ccccc2)cc1 (stereo not given),1%,0%,6%,5%,0%,1%,-2%,-5%,-6%,-2%
Nc1ccc(-n2nnnc2CN2CCOCC2)cc1,-8%,28%,1%,1%,-1%,x,1%,3%,3%,0%
O=C(Nc1c(C(=O)N2CCC(N3CCCCC3)CC2)oc2ccccc12)c1c(F)cccc1F,4%,-14%&16%,4%,0%,0%,-1%,2%&-3%,4%,-4%,1%
CC/C(O)=C1\C(=O)CC(C)(C)CC1=Nc1ccccc1C,36%,0%,-3%,21%,-1%,-8%[11.5 µM],-12%,0%,-2%,14%
Cc1cc2ncn(S(=O)(=O)N(C)C)c2cc1C,-20%,0%,1%,-14%,-5%,-6%,1%,-4%,-1%,1%
CCN(CC)c1ccc(C2CC(=O)NC3=C2C(=O)CC(C)(C)C3)cc1 (stereo not given),12%,-21%,4%,2%,17%,0%,3%,-3%,-5%,-5%
COc1ccc(C(=O)N2CCC(c3ccccc3)CC2)c(OC)c1OC,9%,-3%,-2%,-3%,-3%,x,-8%,-1%,0%,5%
COc1ccc(OCC(=O)Nc2ccccc2OC(F)F)cc1,-1%,-10%,4%,5%,5%,2%,u,2%,0%,-14%
COc1ccc2c(c1)OC(O)(C(F)(F)C(F)F)CC2=O (stereo not given),13µM*,-1%,-17%,-2%,7%,1%,-1%,-24%,2%,-10%[0.365 µM]
